RGS4 inh: blocks human RGS4-accelerated GTP hydrolysis; Potency, µM (top dose mostly 114 µM), without a hit: at the highest dose activity change, negative = inhibition, most hits filed as inhibitors; P49798; AID 504845; actives 0.039% (n = 390,000); Transcreener GDP fluorescence polarization, RGS4-accelerated GTP hydrolysis; further: potency means the concentration at half of the fitted maximal effect; on the % scale 0 is the no-effect control and ±100 the full control effect; nearly all actives have a fitted effect of over 75% in size; some results filed as inactive show a strong effect at the top dose
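MLSMR compounds (23 nl, pin-transferred) preincubated 10 min at room temperature with a 500nM (2x) first reagent, then RGS4 at 900nM (2x) plus Transcreener GDP mix added; fluorescence polarization (620/688 nm) read before and after 90 min at 30 °C.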
POLH inh: blocks human DNA polymerase eta activity. Q9Y253. recombinant Pol eta, fluorescent DNA replication assay. Potency, µM (top dose mostly 114 µM), inactives show at the top dose activity change, negative = inhibition, actives largely listed as inhibitors. actives 1.2% (n = 390,000). AID 588591; further: potency means the concentration at half of the fitted maximal effect; on the % scale 0 is the no-effect control and ±100 the full control effect
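Fluorescent replication assay: 50 nM final substrate added after a 15 min room-temperature compound preincubation with 10 nM enzyme. Signal taken at 0 min and again at 10 min.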
APE1 inh: APE1 (human) endonuclease inhibition | P27695 | recombinant APE1, TAMRA/BHQ-2 abasic DNA cleavage fluorescence | Potency, µM (titrated, usually from 65.8 µM), without a hit: top-dose activity change, negative = inhibition, hits mostly inhibitors | actives 0.35% (n = 350,000);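 further: potency means the concentration at half of the fitted maximal effect; plate controls were vehicle for no effect and reference inhibitor for full effect; nearly all actives have a fitted effect of over 55% in size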
Target sequence (P27695 whole entry, looked up): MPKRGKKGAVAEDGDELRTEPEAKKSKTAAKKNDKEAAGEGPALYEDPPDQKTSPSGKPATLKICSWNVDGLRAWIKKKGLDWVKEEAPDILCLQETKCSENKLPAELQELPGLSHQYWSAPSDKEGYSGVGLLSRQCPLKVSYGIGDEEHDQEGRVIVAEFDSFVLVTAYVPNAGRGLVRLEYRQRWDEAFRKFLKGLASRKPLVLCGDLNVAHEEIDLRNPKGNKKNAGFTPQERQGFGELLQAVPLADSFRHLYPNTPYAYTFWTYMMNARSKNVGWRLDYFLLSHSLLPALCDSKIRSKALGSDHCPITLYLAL
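Step 1: APE1 (0.75 nM) with compound, 15 min RT. Step 2: add 50 nM fluorophore/quencher THF duplex. Step 3: three fluorescence reads 60 s apart (525/598 nm); read 3 minus read 1 = reaction progress.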
POLK inh: inhibitors of human DNA polymerase kappa; purified Pol kappa, fluorescent DNA synthesis assay, 10 min; Potency, µM (highest dose often 107 µM), inactives show at the top dose activity, negative = inhibition, usual class: inhibitors; actives 0.53% (n = 400,000); further: potency means the concentration at half of the fitted maximal effect; on the % scale 0 is the no-effect control and ±100 the full control effect
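10 nM Pol kappa preincubated 15 min at room temperature with compounds, then reaction started with substrate at 50 nM final. Fluorescence read kinetically at 0 and 10 min; buffer-only wells served as negative control.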
ERG Ets-DNA blk: blocks human ERG Ets domain binding to DNA; Potency, µM (top dose mostly 76.9 µM), for the others: at the top dose FP activity, negative = inhibition, most hits filed as inhibitors; P11308; AID 624246; fluorescence polarization, His-ERG Ets domain / labelled DNA; actives 0.028% (n = 370,000); active means well fitted inhibition curve with a large enough effect in the polarisation, with a control signal flat; inconclusive means small, poorly fitted or top-dose-only effect, or effect the other way, or a change in a side signal; inactive means no such curve, though single readings can be large or run the other way; the % refers to the polarisation;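 further: polarization taken with two DNA probes labelled with fluorescein and Texas red; potency means the concentration at half of the fitted maximal effect; % of control where 0% means no effect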
Target sequence (P11308 whole entry, looked up, the tested form may be a part): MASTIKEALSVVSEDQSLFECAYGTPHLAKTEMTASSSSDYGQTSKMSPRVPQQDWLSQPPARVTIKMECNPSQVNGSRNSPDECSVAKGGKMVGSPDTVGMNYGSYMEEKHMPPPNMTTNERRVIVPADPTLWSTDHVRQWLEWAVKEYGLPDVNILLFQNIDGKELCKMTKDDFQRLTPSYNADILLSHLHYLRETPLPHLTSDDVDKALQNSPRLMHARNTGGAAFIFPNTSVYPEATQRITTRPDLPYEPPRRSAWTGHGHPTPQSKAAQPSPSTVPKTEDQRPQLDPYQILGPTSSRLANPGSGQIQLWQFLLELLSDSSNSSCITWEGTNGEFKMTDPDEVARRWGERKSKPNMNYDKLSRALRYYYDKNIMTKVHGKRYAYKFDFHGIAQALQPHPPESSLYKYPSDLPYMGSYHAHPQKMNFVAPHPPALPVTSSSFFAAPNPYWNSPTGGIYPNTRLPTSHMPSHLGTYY
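His-tagged ERG Ets domain (1 uM in the protein solution; 300mM KCl, 50mM Tris-HCl, 1mM EDTA, 1mM DTT, pH 7.5) received compound, then a probe mix of 5 nM fluorescein-DNA and 100nM Texas-615-DNA. Fluorescence polarization was read for both dyes.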
Pol beta inh: inhibitors of human DNA polymerase beta; P06746; Pol beta primer extension/strand displacement, fluorescence kinetic; Potency, µM (highest dose often 114 µM), inactives show at the top dose activity change, negative = inhibition, actives largely listed as inhibitors; actives 1.3% (n = 340,000); AID 485314; further: potency means the concentration at half of the fitted maximal effect; on the % scale 0 is the no-effect control and ±100 the full control effect
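Pol beta (10 nM) and compounds were preincubated 15 min at room temperature, then 50 nM substrate (final) started primer extension/strand displacement. Reads were taken at 0 and 10 min; concentration-response data were fitted to a four-parameter Hill equation.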
LDHA inh: inhibitors of human lactate dehydrogenase A; purified LDHA, NADH/diaphorase-resazurin fluorescence; active compounds read low; activity change, % (values are at about 110 or 230 µM); actives 0.15% (n = 480,000); AID 1347041; in the data active means activity change below about -30%; inconclusive means mostly about -25% to -30%;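 further: plate controls were DMSO wells for no effect and wells without enzyme for full effect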
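Human LDH5 at 2 nM final in Tris HCl pH 7.4 with 0.06 mM NADH and 0.2 mM pyruvate, reacted 5 minutes at room temperature. Remaining NADH coupled via diaphorase/resazurin; resorufin fluorescence read at 0 and 20 minutes, normalized to enzyme-free and DMSO wells.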
Anesthetic bind: candidate novel general anesthetic via apoferritin binding. apoferritin/1-aminoanthracene competitive binding, fluorescence. Potency, µM (titrated, usually from 77.5 µM), inactives show at the top dose activity change, negative = displacement, most hits filed as inhibitors. actives 0.074% (n = 350,000); further: potency means the concentration at half of the fitted maximal effect; on the % scale 0 is the no-effect control and ±100 the full control effect; nearly all actives have a fitted effect of over 20% in size
Target sequence (P02791 2-175 limits assumed): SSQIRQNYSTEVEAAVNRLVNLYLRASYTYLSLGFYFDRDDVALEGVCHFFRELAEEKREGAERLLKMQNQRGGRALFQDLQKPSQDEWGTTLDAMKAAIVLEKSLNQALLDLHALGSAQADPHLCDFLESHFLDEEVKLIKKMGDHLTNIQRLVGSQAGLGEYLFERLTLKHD
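In PBS, apoferritin at 10 uM is loaded with 1-AMA from a 50% saturated solution. After 10 min of compound exposure at ambient temperature, reduced 535 nm fluorescence indicates probe displacement.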
ALOX12 inh: ALOX12 (human) lipoxygenase inhibition. P18054. purified 12hLO, xylenol orange hydroperoxide absorbance. Potency, µM (highest dose often 108 µM), without a hit: at the highest dose activity change, negative = inhibition, actives largely listed as inhibitors. actives 1.1% (n = 580,000); further: potency means the concentration at half of the fitted maximal effect; on the % scale 0 is the no-effect control and ±100 the full control effect
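Purified human 12hLO (150 nM final) in 25 mM Hepes, 0.01% Triton X-100, pH 7.0 was preincubated 15 min at room temperature with compound. Then 40 uM arachidonic acid was added, 30 min. Hydroperoxide was read by Fe-XO absorbance ratio 573/405 nm.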
* marks the source's active call; other numbers are inactive results; ? = inconclusive; nt = not tested or not shown; [ ] = another dose, or the depositor's remark. Unless noted, the call rests on the fitted dose curve; in most records, active means well fitted curve in the direction sought with a large enough effect; inconclusive means small, poorly fitted or top-dose-only effect, or another doubt; inactive means no such curve, though single readings can be large; an effect the other way counts as inactive or inconclusive. The list is partial. The share of hits here may be higher or lower than overall.

SMILES	RGS4 inh	POLH inh	APE1 inh	POLK inh	ERG Ets-DNA blk	Pol beta inh	LDHA inh	Anesthetic bind	ALOX12 inh
CC[C@]12c3[nH]c4ccc(Cl)cc4c3CCN1C(=O)[C@@H](CC(=O)NCCCn1ccnc1)C[C@@H]2C(=O)N1CCN(C(=O)c2ccco2)CC1	-3%	-4%	-14%	0%	-7%	nt	-2	nt	12%
CCOc1ccc2[nH]c3c(N4CCN(c5ccccn5)CC4)ncnc3c2c1	2%	-12%	-4%	-17%	6%	-1%	2	41%[activator]	0%
COc1ccc(C)cc1S(=O)(=O)Nc1ccccc1	-1%	-1%	-1%	-1%	3%	21%	-8	-11%	?
Cc1onc(-c2c(Cl)cccc2Cl)c1C(=O)N1CCCc2ccccc21	0%	-13%	-8%	-5%	nt	-2%	0	?	14%
COc1ccc(-c2cc(C(=O)Nc3ccc(OC)c(OC)c3)no2)cc1	1%	-19%	-16%	-10%	-2%	23%	-3	2%	143%[activator]
CCOC(=O)c1ccc(NC(=O)CSc2nnc(CNc3ccc(OC)cc3)n2C)cc1	-10%	9%	-8%	-7%[60.1 µM]	nt	27%	11	-8%	15%
CCNC(=O)C(=O)NCC(c1cccs1)S(=O)(=O)c1ccc(C)cc1 (centres undefined)	28%	6%	0%	1%	-7%	-11%	-7	3%	-19%
Oc1ccccc1CC=NC1CCCCC1	?	-15%	nt	1%	nt	nt	-4	nt	-23%
N#C/C(=N\Nc1ccc(S(=O)(=O)N2CCc3ccccc32)cc1)C(N)=S	?	?	-5%	-22%	-11%	2%	-12	?	16µM*
CCCS(=O)(=O)N1CCCC(C(=O)NCC2CCCO2)C1 (centres undefined)	-13%	-2%	1%	4%	-11%	10%	0	-6%	0%
CCc1cc(C(=O)NCCN(C)C)cs1	-18%	-3%	?	-31%	3%	-8%	-9	4%	2%
CCC(C)(C)C1CCC2(CC1)NC(=O)N(CC(=O)Nc1nc(-c3ccc(C)cc3)cs1)C2=O (centres undefined)	-16%	-6%	15%	3%	-4%	13%	-8	-17%	0%
O=S(=O)(c1cnc[nH]1)N1CCN(c2ccc(Cl)cc2)CC1	12%	-18%	5%	-5%	-8%	-2%	-9	2%	15%[57.4 µM]
OCCSc1nc(-c2ccccc2)nc2ccc(F)cc12	-44%	-16%	?	?	-8%	?	2	-18%	-11%
O=C(CSc1nnc2ccc(-c3ccc(F)cc3)nn12)NCC1CCCO1 (centres undefined)	9%	0%	0%	9%	-3%	nt	-9	nt	11%
C=CCn1c(-c2ccc(Cl)cc2)cnc1SC(C)C(=O)NC(N)=O (centres undefined)	-15%	-19%	1%	-2%	4%	-4%	-8	-10%	-12%
COc1ccc(CC(=O)N2CCN(S(=O)(=O)c3cccs3)CC2)cc1OC	-20%	-18%	2%	-10%	-4%	24%	-3	-12%	-14%
Cn1c(-c2ccc(F)cc2)cc2onc(-c3c(F)cccc3Cl)c2c1=O	-8%	-11%	15%	-1%	7%	nt	-2	nt	-27%
COc1ccc(OC)c(CNC(=O)Cn2nc(C)c3c(C)n(-c4ccccc4)nc3c2=O)c1	11%	-16%	nt	7%	3%	27%	-9	?	-9%
COCCCN(C(=O)CSCc1c(C)noc1C)c1c(N)n(Cc2ccccc2)c(=O)[nH]c1=O	-14%	-22%	5%	-9%	-3%	nt	-7	nt	8%
COC(=O)CSc1nnc(-c2ccco2)o1	-8%	-12%	22%	-5%	9%	44%	2	-17%	-23%
CC(C)OCC(O)CS(=O)Cc1ccccc1 (centres undefined)	-14%	3%	17%	-1%	nt	11%	-1	-4%	4%
O=C(Cc1ccccc1)N1CCN(C(=O)c2ccco2)CC1	11%	-19%	-5%	-6%	9%	-3%	-1	-3%	13%
Cc1cnc(C(=O)Nc2cccc(S(=O)(=O)N(C)C)c2)cn1	-3%	?	3%	-15%	-11%	1%	-2	-6%	-19%
COc1ccc(NC(=O)CSc2nc(NS(=O)(=O)c3ccc(C)cc3)cc(=O)[nH]2)cc1	3%	-15%	?	-16%	-7%	18µM*	-4	-7%	-19%
O=C(Nc1cccc(F)c1)c1cccnc1N1CCOCC1	-14%	-11%	-2%	3%	-2%	4%	-2	-8%	-1%
O=C(O)c1ccccc1-c1ccccc1C(=O)Nc1ccccc1Br	6%	4%	46%	0%	-15%	15%	-4	-1%	28%
COc1cc(NC(=O)c2cccs2)cc(OC)c1	-5%	-3%	0%	-3%	-4%	4%	-4	7%	350%[activator]
Cn1cccc1C(=O)c1cccc([N+](=O)[O-])c1	6%	-4%	-5%	-2%	13%	-9%	-4	?	-1%
COc1ccc(C(=O)Nc2ccc(OCc3cc(=O)n4ccccc4n3)cc2)cc1	29%	0%	nt	-7%[60.1 µM]	-2%	0%	-3	6%	-2%
CCCC(=O)Nc1cc(C(=O)O)ccc1S(=O)(=O)c1ccc(C)cc1	7%	?	-2%	-23%	-6%	-5%	-1	-9%	-16%
CC(C)CCNC(=O)c1cc(S(=O)(=O)N2CCCCC2)ccc1N1CCOCC1	11%	-7%	2%	-4%	6%	3%	-10	-10%	-6%
O=C(N/N=C/c1ccc[nH]1)c1cc(-c2cccs2)nc2ccccc12	-27%	-15%	0%	-10%	-2%	7%	2	-9%	-10%
CCc1ccc(NC(=O)CN2C(=O)CSc3ccc(S(=O)(=O)N(C)C)cc32)cc1	13%	-18%	nt	-5%	4%	20%	-1	0%	-22%
CC(C)OC(=O)[C@H]1[C@H](c2ccc(Cl)cc2)[C@@](C#N)(C(N)=O)[C@@H]2C=CC(C(N)=O)=CN21	-19%	-8%	-2%	2%	-4%	1%	7	-12%	nt
COc1ccccc1/C=N/NC(=O)C(=O)Nc1ccccc1OC(F)(F)C(F)F	-2%	-17%	12%	-15%	-6%	9%	-4	-6%	11%
COc1ccc(C2Nc3ccccc3C(=O)N2O)cc1OC (centres undefined)	20%	-9%	-4%	-17%	10%	9%	16	0%	?
O=C(OCc1c(F)cccc1Cl)c1cccc(S(=O)(=O)N2CCOCC2)c1	-8%	-16%	12%	-5%	nt	nt	0	nt	348%[activator]
CCCOc1ccc(N2CC(C(=O)Nc3ccccc3OC)CC2=O)cc1 (centres undefined)	-15%	-23%	-5%	-20%	-11%	9%	-3	3%	10%[57.4 µM]
Cc1cc(NC(=O)C(C)Oc2ccc(Cl)cc2Cl)n(-c2ccccc2)n1 (centres undefined)	-3%	-9%	-4%	-16%	9%	-9%	-5	-13%	-9%
Cc1ccc(C(=O)OCC(=O)c2cc(C)n(CC3CCCO3)c2C)cc1 (centres undefined)	5%	-27%	15%	-12%	-3%	5%	0	-17%	-3%
C/C(=N/Nc1ccccc1C(=O)O)c1cccs1	-2%	-17%	10%	-20%	2%	33%[activator]	-3	-7%	-4%
O=C(N(c1ccccc1)c1ccccc1)n1ccnc1	-5%	-18%	-2%	6%	9%	-1%	-3	-5%	-22%
CCOC(=O)C1=C(c2ccccc2)N=C2SCC(=O)N2C1c1ccc(OCC)c(OCC)c1 (centres undefined)	16%	2%	1%	3%	2%	-15%	-9	-16%	30%[activator]
Cc1cc(Br)cc(C)c1NC(=O)c1ccccc1[N+](=O)[O-]	-20%	-12%	1%	-15%	nt	39%	-2	-14%	0%

Grouped by structure, those above containing a furan ring, fused or not (3)
SMILES	RGS4 inh	POLH inh	APE1 inh	POLK inh	ERG Ets-DNA blk	Pol beta inh	LDHA inh	Anesthetic bind	ALOX12 inh
CC[C@]12c3[nH]c4ccc(Cl)cc4c3CCN1C(=O)[C@@H](CC(=O)NCCCn1ccnc1)C[C@@H]2C(=O)N1CCN(C(=O)c2ccco2)CC1	-3%	-4%	-14%	0%	-7%	nt	-2	nt	12%
COC(=O)CSc1nnc(-c2ccco2)o1	-8%	-12%	22%	-5%	9%	44%	2	-17%	-23%
O=C(Cc1ccccc1)N1CCN(C(=O)c2ccco2)CC1	11%	-19%	-5%	-6%	9%	-3%	-1	-3%	13%

(listing goes on)
SMILES	RGS4 inh	POLH inh	APE1 inh	POLK inh	ERG Ets-DNA blk	Pol beta inh	LDHA inh	Anesthetic bind	ALOX12 inh
CC1=C(C(=O)N2CCOCC2)C(c2cc(C)cs2)NC(=O)N1 (centres undefined)	2%	-11%	?	1%	-17%	-8%	-10	7%	?
O=C(C1CC1)N1CCN(c2nc3ccccc3s2)CC1	-16%	-4%	18%	-8%	nt	14%	-4	-7%	20%
COCCCNS(=O)(=O)c1ccc2c3c(cccc13)C(=O)S2	2%	-14%	15%	-4%	-2%	4%	-8	2%	12%
COc1cccc(N2CCN(C(=O)CNC(=O)c3sc4ccccc4c3Cl)CC2)c1	22%	0%	20%	-19%	4%	1%	1	?	0%
Cc1ccc(C(=O)OCC(=O)NC(=O)Cc2ccccc2)c(O)c1	-2%	-7%	51%	-5%	0%	5%	-2	?	?
O=c1oc2ccccc2c(N2CCCCC2)c1[N+](=O)[O-]	-5%	7%	-3%	-1%	-9%	12%	0	-8%	1%
CCOC(=O)C1(CC2CCCCO2)CCN(Cc2ccc(OC)cc2F)CC1 (centres undefined)	-6%	?	-2%	-6%	3%	-2%	-2	-6%	26%

Screens deposited in PubChem by National Center for Advancing Translational Sciences (NCATS).
